From PubChem BioAssay
Rpn11 block: blocks the human proteasome subunit Rpn11; calls only at 20 µM; O00487; human 26S proteasome, Ub4-pepOG fluorescence polarization; 20S core pre-blocked with epoxomicin; actives 0.59% (n = 360,000);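 active means inhibition at 20 µM, scaled to each plate's controls, above about 33%, limit read from the data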
STEP inh: blocks human striatal-enriched tyrosine phosphatase; AID 588621; P54829; recombinant STEP, OMFP fluorogenic substrate, fluorescence; inhibition, % at 20 µM; actives 0.25% (n = 360,000);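 active means inhibition at 20 µM, scaled per plate between control wells, above about 37%, limit read from the data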;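 further: 0% = DMSO with enzyme and substrate and 100% = substrate only without enzyme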
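material = STEP tyrosine phosphatase | reagent = fluorogenic phosphatase substrate OMFP at 25 µM final | doses = single compound dose of 20 µM, 1% DMSO final | schedule = 20 min reaction, room temperature, in the dark | measured by = fluorescence, 480/540 nm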
SUMO1 PPI mod: modulators of human SUMO1-mediated protein-protein interactions; actives 0.33% (n = 360,000); SUMO1 binding to a labelled peptide, TR-FRET, 1 h; inhibition, % at 20 µM; P63165; AID 602429; in the data active means inhibition above about 37%
NadD block: blocks S. aureus nicotinate mononucleotide adenylyltransferase; inhibition, % at 20 µM; purified NadD enzyme, colorimetric absorbance read-out; AID 602399; actives 0.78% (n = 360,000); in the data active means inhibition above about 26%; further: some compounds past the cut are filed as inactive
Scp1 inh: inhibitors of human Scp-1 phosphatase | actives 0.88% (n = 340,000) | inhibition, % at 20 µM | Recombinant Scp1, phosphopeptide, malachite green phosphate absorbance | Q9GZU7;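 active means inhibition above about 50% at 20 µM, limit read from the data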;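 further: plate controls were DMSO wells with enzyme for no effect and wells lacking enzyme for full effect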
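System: truncated SCP-1 phosphatase (76-261aa); medium: Tris acetate buffer pH 5.5 with MgCl2 and Tween-20; incubation: 45 min room-temperature reaction, 5 min colour, 30 min stabiliser; compound: single 20 µM dose, 1% DMSO; reagent: Phosphorylated 17-residue peptide substrate; read-out: % inhibition at 20 µM; technique: colorimetric free-phosphate detection, absorbance 630 nm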
CSN inh: CSN deneddylation inhibition; Q92905; Purified CSN, SCF-Nedd8-OG deneddylation, fluorescence polarization; AID 651999; inhibition, % at 12.5 µM; actives 0.38% (n = 360,000);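 active means pattern-corrected inhibition above about 35%, with an unprinted fluorescence ratio check between 0.5 and 1.5, limit read from the data, passing the limit was not always enough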;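 further: 0% = enzyme with substrate and 100% = substrate without enzyme; some results filed as inactive read as strong as hits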
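Assay system: Purified human Csn5 enzyme expressed in HEK293T cells | Amount: Enzyme 0.24 nM | Measured by: Fluorescence polarization readout | Medium: Tris/NaCl/DTT buffer, pH 7.5 | Compound dosing: One concentration, 12.5 µM, 0.25% DMSO | Times: 90 min incubation of compound, enzyme and substrate at room temperature | Control set: no-enzyme wells high, enzyme-with-substrate wells low | Read-out: % inhibition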
DNMT1 inh: DNMT1 (human) enzyme inhibition; inhibition (reported as % activation of signal), % at 10 µM; actives 0.83% (n = 360,000); DNMT1 molecular beacon, Hinp1I cleavage, fluorescence; P26358; in the data active means inhibition above about 50%
Target sequence (P26358 504-1616 limits assumed): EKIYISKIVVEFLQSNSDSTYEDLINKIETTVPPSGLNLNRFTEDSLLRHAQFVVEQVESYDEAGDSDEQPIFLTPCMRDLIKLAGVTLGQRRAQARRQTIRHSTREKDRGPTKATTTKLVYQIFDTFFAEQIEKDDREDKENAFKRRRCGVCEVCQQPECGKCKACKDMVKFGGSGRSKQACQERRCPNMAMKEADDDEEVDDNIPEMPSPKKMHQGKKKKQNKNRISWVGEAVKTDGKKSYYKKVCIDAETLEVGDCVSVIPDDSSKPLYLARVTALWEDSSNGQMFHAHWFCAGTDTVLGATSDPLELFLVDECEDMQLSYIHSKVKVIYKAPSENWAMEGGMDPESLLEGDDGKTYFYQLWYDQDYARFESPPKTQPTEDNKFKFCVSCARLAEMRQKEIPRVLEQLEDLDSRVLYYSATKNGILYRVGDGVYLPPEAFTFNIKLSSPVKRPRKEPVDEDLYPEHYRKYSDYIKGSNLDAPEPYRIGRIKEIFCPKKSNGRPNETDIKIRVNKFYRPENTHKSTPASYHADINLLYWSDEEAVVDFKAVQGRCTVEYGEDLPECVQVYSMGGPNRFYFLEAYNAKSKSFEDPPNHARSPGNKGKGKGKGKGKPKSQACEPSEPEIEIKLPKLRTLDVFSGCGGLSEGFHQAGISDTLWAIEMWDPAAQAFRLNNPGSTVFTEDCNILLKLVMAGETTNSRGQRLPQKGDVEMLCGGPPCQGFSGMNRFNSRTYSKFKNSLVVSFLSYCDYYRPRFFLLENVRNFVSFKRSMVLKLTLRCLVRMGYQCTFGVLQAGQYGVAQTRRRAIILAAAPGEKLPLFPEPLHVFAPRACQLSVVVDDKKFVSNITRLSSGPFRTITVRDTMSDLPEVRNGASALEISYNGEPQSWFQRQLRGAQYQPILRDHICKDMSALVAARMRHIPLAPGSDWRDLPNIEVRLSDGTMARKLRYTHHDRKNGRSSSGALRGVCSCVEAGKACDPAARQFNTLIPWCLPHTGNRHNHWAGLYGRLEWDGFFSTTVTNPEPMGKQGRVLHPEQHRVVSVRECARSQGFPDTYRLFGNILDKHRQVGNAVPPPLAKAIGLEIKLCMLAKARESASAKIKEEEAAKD
LMPTP inh: blocks human LMPTP phosphatase | P24666 | recombinant LMPTP-A, OMFP fluorogenic substrate, fluorescence intensity | AID 651560 | inhibition, % at 20 µM | actives 0.22% (n = 360,000);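 active means compounds that cut the enzyme signal by at least half of the control window in the single-dose screen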;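 further: plate controls were DMSO wells with enzyme plus substrate for no effect and substrate without enzyme for full effect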
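Test system – LMPTP-A phosphatase enzyme · Quantity – 0.625 nM LMPTP-A final · Reagent – OMFP substrate, 400 µM final · Dosing – one test concentration per compound, 20 µM, with 3% DMSO overall · Timing – 50 min enzyme reaction at room temperature, protected from light · Detection – fluorescence intensity · Controls – substrate-only low control, DMSO enzyme-plus-substrate high control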
Rin1-Abl PPI inh: inhibitors of human Rin1-Abl protein interaction | P00519+Q13671 | TR-FRET Rin1/Abl binding, biochemical | inhibition, % at 7.35 µM | actives 0.4% (n = 360,000) | AID 588664; in the data active means inhibition above about 5%, passing the limit was not always enough
Neddyl block: cullin neddylation inhibition | actives 0.58% (n = 360,000) | P61081+Q13564 | calls only at 25 µM | TR-FRET cullin neddylation, biochemical | AID 651699; in the data active means inhibition above about 36%
An asterisk follows results filed as active; i = inactive; / = no result given; + = active, no number.

Rpn11 block	STEP inh	SUMO1 PPI mod	NadD block	Scp1 inh	CSN inh	DNMT1 inh	LMPTP inh	Rin1-Abl PPI inh	Neddyl block	Compound
i	2	1	-4	-3	-5	1	-0.6	3	i	CCN(C(=O)COC(=O)c1ccc2c(=O)n3c(nc2c1)CCC3)C1CCS(=O)(=O)C1 (stereo not given)
i	-2	0	-7	-7	2	-1	-0.6	-2	i	C/C(CC(=O)Nc1ccc2c(c1)OCCO2)=N\NC(=O)c1cccc(O)c1
i	0	2	-5	-10	0	0	-0.4	3	i	Cc1ccc(C23CC4CC(CC(C(=O)N5CCOCC5)(C4)C2)C3)cc1
i	-2	-3	5	-14	-1	3	-1.1	-5	i	CSc1nc(N)nc2c1ncn2CC(=O)N1CCN(Cc2c(C)cc(C)cc2C)CC1
i	15	6	-3	1	-2	-1	-0.8	1	i	Nn1c(SCC(=O)Nc2ccccc2Oc2ccccc2)nnc1C1CC1
i	0	-12	0	-4	-1	2	-1.0	1	i	Cc1ccc(/C=N/NC(=O)C(O)c2ccccc2)o1 (stereo not given)
i	-1	5	-3	-6	-4	-1	-1.0	0	i	CN(Cc1ccccc1)C(=O)c1cccc(NC(=O)C2CCCN(C(=O)OC(C)(C)C)C2)c1 (stereo not given)
i	-2	0	-4	0	-14	-2	-0.1	-3	i	O=C(Nc1ccccc1N1CCCC1)c1ccc(Br)o1
i	2	-23	5	-7	4	-1	0.0	-1	i	Cc1ccc(/C=C2\SC(N3CCCCC3)=NC2=O)cc1
i	-3	1	-3	1	-11	2	-1.1	-3	i	C=CCC(CC=C)(NC(=O)c1cccc(C)c1)c1ccccc1
+	67*	5	2	16	6	1	28	-2	i	O=C(Nc1ccc2oc(-c3ccncc3)nc2c1)c1ccc(Br)o1
i	1	4	-1	-8	-3	0	0.5	4	i	COc1ccc(C(O)(C(C)C)C(CN2CCOCC2)c2ccc(Cl)cc2)cc1 (stereo not given)
i	4	0	-1	4	4	-8	1.0	-2	i	C#CC[N+](C)(C)C(C#Cc1ccccc1)CC=C (stereo not given)
i	0	-4	-2	0	-1	6	-1.0	-2	i	CCN(C[C@H]1N[C@@](C)(C(=O)OC)[C@H]2C(=O)N(Cc3ccccc3)C(=O)[C@@H]12)C(=O)c1ccc(C(C)(C)C)cc1
i	2	0	-2	1	-2	10	0.6	0	i	O=C(Nc1ccc(F)cc1F)c1cc2ccccc2oc1=O
i	-2	-2	4	8	5	3	0.4	0	i	O=C(CSc1nc(Nc2ccccc2)nc(N2CCOCC2)n1)N1CCCC1
i	8	1	3	-3	5	2	16	0	i	Clc1cccc(CSc2nc3ccncc3[nH]2)c1
i	0	4	-7	-1	-1	-1	-0.6	5	i	Cc1ccccc1OCC(O)CN1CCN(c2ccccn2)CC1 (stereo not given)
i	-2	2	-8	-10	-1	2	0.2	2	i	COc1ccccc1NC(=O)CN1C(=O)CC(C)S(=O)(=O)c2ccccc21 (stereo not given)
i	0	4	1	-3	3	5	-2.0	4	i	C#CC1(NC(=O)NS(=O)(=O)c2ccc(C)cc2)CCCCC1
i	4	2	2	-3	5	-1	0.1	-2	i	NS(=O)(=O)c1ccc(CCNC(=O)c2cncc(Br)c2)cc1
i	0	-2	5	-3	-1	3	-2.5	2	i	CC(=NCCN1CCN(C(=S)Nc2ccccc2)CC1)C1=C(O)CC(C)(C)CC1=O
i	5	-1	8	-13	1	-5	3.2	-1	i	O=c1c2cnn(-c3ccccc3)c2nc(-c2cccs2)n1-c1cccc(Cl)c1
i	2	-5	-2	0	9	-2	-0.6	3	i	N#Cc1nc(-c2ccccc2Cl)oc1NCC1CCCO1 (stereo not given)
i	-2	-2	-4	1	-6	3	-0.5	-2	+	Cc1noc(C)c1COc1ccc2ccc(=O)oc2c1
i	-4	-6	-5	-1	-7	2	-0.5	-3	i	COc1cccc(-c2nc(CS(=O)(=O)CC(=O)Nc3c(C)cccc3C)c(C)o2)c1
i	-1	1	7	/	3	-3	-1.4	0	i	CC(C(=O)OCC(=O)Nc1ccccc1OC(F)F)N1C(=O)C2CC=CCC2C1=O (stereo not given)
i	1	-3	0	-3	0	-1	0.4	-3	i	CC(=O)[C@H]1[C@H](C#N)C[C@H]2[C@@H]3CC=C4C[C@@H](O)CC[C@]4(C)[C@H]3CC[C@@]21C
i	7	1	-4	4	2	1	0.6	0	i	Clc1ccc2nc(-c3ccc(Cl)nc3)[nH]c2c1
i	0	4	2	-2	6	13	-1.4	-1	i	CC(C)N1CCc2[nH]c(=S)[nH]c(=O)c2C1
i	4	-2	-8	-11	-4	2	-1.9	0	i	Fc1ccc(NC(=S)NC2CC3CCC(C2)N3Cc2ccco2)cc1 (stereo not given)
i	3	3	-1	-2	-2	3	-1.1	2	i	O=S(=O)(/N=C(\c1ccccc1)N1CCOCC1)c1cccs1
i	-2	2	1	-7	1	2	0.7	3	i	CSc1ccc(/C=C(/NC(=O)c2ccccc2)C(=O)NCCN2CCOCC2)cc1
i	4	10	-1	-4	-3	2	-0.2	-2	+	Cc1csc(NC(=O)CSCC(=O)O)c1-c1nc2ccccc2s1
+	2	78*	11	10	38*	-21	-9.3	2	i	COc1cc(C)c2c(c1C=O)Oc1c(c(C)c(O)c3c1C(O)OC3=O)OC2=O (stereo not given)
i	-1	-16	18	-1	-14	6	-4.4	0	i	O=C(N/N=C/c1ccc(O)c([N+](=O)[O-])c1)C1CC1(c1ccccc1)c1ccccc1 (stereo not given)
i	-1	5	-1	-2	2	4	-0.6	0	i	CCCNC(=O)C1(CC2CC(c3ccccc3)=NO2)CCN(C(=O)CCCCCBr)CC1 (stereo not given)
i	2	-3	-10	-2	-3	3	0.0	0	i	O=C(CN(Cc1ccco1)C(=O)c1cccc(F)c1)Nc1ccccc1C(F)(F)F
i	-3	0	-1	-9	4	-1	-0.2	0	i	O=c1cc[nH]c2c(C(F)(F)F)cccc12
i	-10	-4	-1	0	1	3	-0.9	-1	i	N#C/C(=N\Nc1ccccc1F)C(=N)N1CCCCC1
i	-1	-2	0	-5	-3	-1	-0.8	4	i	COc1cccc(NC(=O)N2CCC(NC(=O)C(Cc3ccccc3OC)NC(C)=O)CC2)c1 (stereo not given)
i	1	-2	-6	-9	5	1	-0.4	0	i	O=C(CSc1ccc(-c2ccccn2)nn1)Nc1nccs1
i	1	1	-10	-11	-10	1	1.9	-4	i	CC(C)(C)NC(=O)C(c1ccco1)N(C(=O)Cn1nnc(-c2ccc(F)cc2)n1)c1ccccc1F (stereo not given)
i	-2	1	-2	-3	1	2	0.6	0	i	CS(=O)(=O)N(CC(=O)Nc1cccc(Br)c1)Cc1ccccc1
i	-2	4	2	-4	3	1	-0.2	-3	i	CC(=O)OC1(C(F)(F)F)Oc2ccccc2NC1=O (stereo not given)
i	3	-32	17	-4	21	-11	-0.8	2	i	O=C1/C(=C/c2ccc(O)c([N+](=O)[O-])c2)SC(=S)N1Cc1ccccc1
i	6	-6	5	-7	0	7	-0.8	-4	i	O=C(Nc1nnc(CCS(=O)(=O)c2ccc3ccccc3c2)s1)c1ccc([N+](=O)[O-])cc1
i	-3	84*	22	-1	5	0	7.1	-5	i	Oc1cccc(/C=N/Nc2nn3cnnc3c3ccccc23)c1
i	3	-13	3	-10	2	-2	-0.3	-1	+	O=c1c2c3nc4ccccc4nc3n(CC3CCCO3)c2ncn1CCc1ccccc1 (stereo not given)
i	0	3	-4	-5	6	-3	-0.7	0	i	COc1ccc(NC(=O)CSCC(=O)Nc2ccc(S(=O)(=O)N3CCCCC3)cc2)cc1
i	-3	11	2	-4	-4	1	-1.4	-3	i	Cc1ccc2[nH]c(C(F)(F)F)cc(=O)c2c1
i	-2	-10	0	-5	1	-2	0.6	3	+	Cc1cccc(N(C(=O)c2snc(C(N)=O)c2N)C(C(=O)NCC2CCCO2)c2ccc3ncccc3c2)c1 (stereo not given)
i	-3	-9	3	0	3	0	-1.5	1	i	C=CCn1c(Cc2nc3ccccc3[nH]2)n[nH]c1=S

In another format: 12 of the compounds above.
Structure | Rpn11 block | STEP inh | SUMO1 PPI mod | NadD block | Scp1 inh | CSN inh | DNMT1 inh | LMPTP inh | Rin1-Abl PPI inh | Neddyl block
O=c1cc[nH]c2c(C(F)(F)F)cccc12 | i | -3 | 0 | -1 | -9 | 4 | -1 | -0.2 | 0 | i
N#C/C(=N\Nc1ccccc1F)C(=N)N1CCCCC1 | i | -10 | -4 | -1 | 0 | 1 | 3 | -0.9 | -1 | i
COc1cccc(NC(=O)N2CCC(NC(=O)C(Cc3ccccc3OC)NC(C)=O)CC2)c1 (stereo not given) | i | -1 | -2 | 0 | -5 | -3 | -1 | -0.8 | 4 | i
O=C(CSc1ccc(-c2ccccn2)nn1)Nc1nccs1 | i | 1 | -2 | -6 | -9 | 5 | 1 | -0.4 | 0 | i
CC(C)(C)NC(=O)C(c1ccco1)N(C(=O)Cn1nnc(-c2ccc(F)cc2)n1)c1ccccc1F (stereo not given) | i | 1 | 1 | -10 | -11 | -10 | 1 | 1.9 | -4 | i
CS(=O)(=O)N(CC(=O)Nc1cccc(Br)c1)Cc1ccccc1 | i | -2 | 1 | -2 | -3 | 1 | 2 | 0.6 | 0 | i
CC(=O)OC1(C(F)(F)F)Oc2ccccc2NC1=O (stereo not given) | i | -2 | 4 | 2 | -4 | 3 | 1 | -0.2 | -3 | i
O=C1/C(=C/c2ccc(O)c([N+](=O)[O-])c2)SC(=S)N1Cc1ccccc1 | i | 3 | -32 | 17 | -4 | 21 | -11 | -0.8 | 2 | i
O=C(Nc1nnc(CCS(=O)(=O)c2ccc3ccccc3c2)s1)c1ccc([N+](=O)[O-])cc1 | i | 6 | -6 | 5 | -7 | 0 | 7 | -0.8 | -4 | i
Oc1cccc(/C=N/Nc2nn3cnnc3c3ccccc23)c1 | i | -3 | 84* | 22 | -1 | 5 | 0 | 7.1 | -5 | i
O=c1c2c3nc4ccccc4nc3n(CC3CCCO3)c2ncn1CCc1ccccc1 (stereo not given) | i | 3 | -13 | 3 | -10 | 2 | -2 | -0.3 | -1 | +
COc1ccc(NC(=O)CSCC(=O)Nc2ccc(S(=O)(=O)N3CCCCC3)cc2)cc1 | i | 0 | 3 | -4 | -5 | 6 | -3 | -0.7 | 0 | i

Random draw from the library (roughly 3.8% active in at least one column).
